Assay outcomes as filed in PubChem BioAssay.
TRb-SRC2 inh: TRbeta-SRC2 interaction inhibition; Potency, µM (doses to about 106 µM), inactives show at the highest dose activity change, negative = inhibition, usual class: inhibitors; TRbeta-SRC2 peptide binding, fluorescence polarization; receptor liganded with 1 µM T3; 0.065% of 280,000 active;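 note: plate controls were bound peptide for no effect and peptide without receptor for full effect; nearly all actives have a fitted effect of over 50% in size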
Target sequence (P10828 whole entry, looked up): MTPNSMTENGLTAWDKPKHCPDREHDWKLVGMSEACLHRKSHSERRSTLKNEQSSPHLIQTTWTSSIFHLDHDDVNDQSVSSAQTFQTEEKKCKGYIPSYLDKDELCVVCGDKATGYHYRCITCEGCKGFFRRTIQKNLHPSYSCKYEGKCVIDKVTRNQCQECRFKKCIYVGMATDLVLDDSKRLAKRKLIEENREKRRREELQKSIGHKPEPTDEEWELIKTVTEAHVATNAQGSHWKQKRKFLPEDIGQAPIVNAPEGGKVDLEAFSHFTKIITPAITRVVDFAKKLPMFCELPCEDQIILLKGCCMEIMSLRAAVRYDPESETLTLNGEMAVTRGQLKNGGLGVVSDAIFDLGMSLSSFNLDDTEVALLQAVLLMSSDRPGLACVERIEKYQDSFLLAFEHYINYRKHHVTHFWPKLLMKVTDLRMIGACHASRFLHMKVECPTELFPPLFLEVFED
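Polarization signal, normalized between peptide-alone and full complex controls, measured compound effects on T3-liganded human TRb LBD (0.6 uM) binding 20 nM Texas Red SRC2 peptide after 5 hr.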
RECQ1 helicase: inhibitors of human RECQ1 DNA helicase | P46063 | RECQ1 DNA unwinding, red fluorescence kinetic read | Potency, µM (top dose mostly 57.3 µM), for the others: at the highest dose activity, negative = inhibition, actives largely listed as inhibitors | 0.54% of 240,000 active | AID 2549;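 note: plate controls were vehicle for no effect and no enzyme for full effect; nearly all actives have a fitted effect of over 30% in size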
Target sequence (P46063 whole entry, looked up): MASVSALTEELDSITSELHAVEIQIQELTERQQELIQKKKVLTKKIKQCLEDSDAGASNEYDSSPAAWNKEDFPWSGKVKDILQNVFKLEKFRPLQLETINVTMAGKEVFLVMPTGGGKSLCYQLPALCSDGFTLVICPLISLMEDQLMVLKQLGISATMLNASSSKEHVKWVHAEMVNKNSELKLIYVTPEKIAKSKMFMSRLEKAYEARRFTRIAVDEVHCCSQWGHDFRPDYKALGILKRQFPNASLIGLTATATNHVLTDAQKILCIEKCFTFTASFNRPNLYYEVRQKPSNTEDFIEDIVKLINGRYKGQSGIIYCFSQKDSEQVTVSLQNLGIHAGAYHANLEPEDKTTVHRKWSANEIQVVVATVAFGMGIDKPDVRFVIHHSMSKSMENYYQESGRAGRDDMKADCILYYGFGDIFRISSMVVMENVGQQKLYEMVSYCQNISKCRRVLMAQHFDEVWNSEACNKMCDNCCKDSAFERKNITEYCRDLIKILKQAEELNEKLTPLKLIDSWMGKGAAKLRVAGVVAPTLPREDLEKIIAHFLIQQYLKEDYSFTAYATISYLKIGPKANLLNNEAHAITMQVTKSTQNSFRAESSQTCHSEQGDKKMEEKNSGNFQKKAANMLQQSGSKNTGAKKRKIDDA
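RECQ1T1 50 nM; forked duplex (20 bp + 30-nt ss tails) 200 nM, ATP 2 mM final; pH 8.0, 2 mM MgCl2, 2.5 ug/ml poly(dI-dC); 15 min compound preincubation; discontinuous kinetic read over 2 h at RT.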
TexasRed fluor: counter-screen for TRb-SRC2 inhibitors: fluorescence interference | TRb/SRC2 Texas Red total fluorescence interference | Potency, µM (highest dose often 106 µM), inactives show at the top dose fluorescence change, negative = quenching | 0.29% of 280,000 active | AID 1479; active = well fitted curve in either direction with a large enough effect; inconclusive = small, poorly fitted or top-dose-only effect
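Flags fluorescent or light-absorbing compounds by total fluorescence, S + 2P, at 555 nm excitation and 632 nm emission. Mixture: 20 nM Texas Red SRC2 peptide, 0.6 uM human TRb LBD, 1 uM T3, 5% DMSO; compound exposure 5 h at ambient temperature.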
GAA inh: inhibitors of human lysosomal alpha-glucosidase. 0.005% of 200,000 active. purified human GAA, 4-MU-alpha-glucoside fluorescence. AID 1466. Potency, µM (doses to about 76.9 µM), for inactives: top-dose activity change, negative = inhibition, hits mostly inhibitors;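 note: plate controls were uninhibited enzyme wells for no effect and no-enzyme background for full effect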
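Enzyme (4 nM final) mixed with compound (up to 77 uM), then 4-MU-alpha-D-pyranoside (400 uM final) added; 20 min at room temperature, pH 5.0. Reaction stopped at pH 10, fluorescence read, AC50 derived by Hill fit.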
GAA glycogen mod: alters human alpha-glucosidase cleavage of glycogen; P10253; recombinant GAA, glycogen substrate, Amplex Red glucose oxidase fluorescence; Potency, µM (highest dose often 76.4 µM), for inactives: at the highest dose activity change, negative = inhibition, usual class: inhibitors; 0.38% of 300,000 active;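 note: 0% = full enzyme reaction and -100% = no-enzyme basal signal; the screen sought inhibitors and activators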
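Recombinant human alpha-glucosidase (4 nM final) hydrolysed bovine liver glycogen (30 ug) for 40 min at 37 C in pH 5.0 citrate/phosphate with 0.01% Tween-20. Released glucose detected by glucose oxidase/Amplex Red, Ex 573/Em 610 nm. Compounds up to 77 uM; AC50 from Hill fits.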
L3MBTL1 inh: blocks human L3MBTL1; Q9Y468; AlphaScreen L3MBTL1–H3K9me1 peptide binding; Potency, µM (titrated, usually from 57.1 µM), inactives show top-dose activity, negative = inhibition, hits mostly inhibitors; 0.66% of 230,000 active; AID 485360; note: nearly all actives have a fitted effect of over 60% in size
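Read-out is AlphaScreen signal from streptavidin donor and nickel chelate acceptor beads (10 ug/mL final each) bridging L3MBTL1 (50 nM) and biotinylated K9-monomethylated H3(1-15) peptide (75 nM), after 30 min compound exposure at room temperature.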
RGS12 GoLoco inh: blocks human Gai1 binding to RGS12 GoLoco peptide, red readout; P63096; Gai1:RGS12 GoLoco peptide FP, rhodamine, 10 min; Potency, µM (doses to about 61.6 µM), for the others: at the top dose activity, negative = inhibition, hits mostly inhibitors; 0.44% of 230,000 active; AID 880; active = well fitted inhibition curve with a large enough effect, not every such curve was filed as active; inactive = no such curve, though single readings can be large or run the other way; note: nearly all actives have a fitted effect of over 30% in size; many of its hits are not listed in these tables
aGlu spleen mod: lysosomal alpha-glucosidase (human) modulation. 0.006% of 240,000 active. Potency, µM (titrated, usually from 79.9 µM), inactives show top-dose activity change, negative = inhibition, hits mostly inhibitors. human spleen homogenate, 4-MU-alpha-glucoside fluorescence;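 note: 0% = enzyme with vehicle and -100% = no enzyme basal signal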
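Human spleen homogenate (1 ug) with 4-methylumbelliferyl-alpha-D-glucopyranoside (1 mM final) in 50 mM citrate/phosphate pH 5.0, 0.01% Tween-20; 40 min at 37 C. Stopped at pH 10; 4-MU fluorescence Ex 365/Em 440 nm; AC50 by Hill fit.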
Starred values were filed as active, the others as inactive; i = inactive; ? = inconclusive; / = not tested or not shown; & = joins results of further samples; [ ] = dose if it differs, or a comment. Unless noted, calls come from the whole dose curve; as a rule, active = well fitted curve in the direction sought with a large enough effect; inconclusive = small, poorly fitted or top-dose-only effect, or another doubt; inactive = no such curve, though single readings can be large; an effect the other way counts as inactive or inconclusive. Unless noted, % is set by controls: 0 for no effect and ±100 for the full control effect; potency is the fitted concentration of half-maximal effect. The list is partial; rates above refer to the full screens.

Preview (3 entries):
SMILES,TRb-SRC2 inh,RECQ1 helicase,TexasRed fluor,GAA inh,GAA glycogen mod,L3MBTL1 inh,RGS12 GoLoco inh,aGlu spleen mod
CC(=O)Nc1c(Br)cc(N2C(=O)CCC2=O)cc1Br,4%,-1%,0%,-1%,2%,-6%,-7%,-7%
O=C(CCc1ccccc1)OCC(=O)c1ccc(Br)cc1,0%,-1%,8%,1%,7%,17%,-5%,-1%
O=S(=O)(c1ccc(F)cc1)N1CCC(N2CCCCCC2)CC1,-4%,-5%,-2%,?,15%,1%,3%,-7%

All compounds of this part (from the top)
SMILES,TRb-SRC2 inh,RECQ1 helicase,TexasRed fluor,GAA inh,GAA glycogen mod,L3MBTL1 inh,RGS12 GoLoco inh,aGlu spleen mod
CC(=O)Nc1c(Br)cc(N2C(=O)CCC2=O)cc1Br,4%,-1%,0%,-1%,2%,-6%,-7%,-7%
O=C(CCc1ccccc1)OCC(=O)c1ccc(Br)cc1,0%,-1%,8%,1%,7%,17%,-5%,-1%
O=S(=O)(c1ccc(F)cc1)N1CCC(N2CCCCCC2)CC1,-4%,-5%,-2%,?,15%,1%,3%,-7%
CCCCCCCCCCCCCCCCOC[C@H](COP(=O)([O-])OCC[N+](C)(C)C)OC(=O)NC,-3%&1%,i,0%&0%,/,/,/,-25%&7%,-2%&0%
Cc1ccc(-n2ncc3c(NCCCN4CCOCC4)ncnc32)c(C)c1,-16%,-12%,-2%,1%,-14%,/,1%,-8%
O=C1N=C(c2ccccc2)C(c2ccccc2)N1 (stereo unspecified),-6%,-7%,0%,0%,?,-3%,14%,2%
CCOc1ccc(CCNC(=O)c2cc3c(C)nccc3[nH]c2=O)cc1OCC,-3%,i,-4%,1%,5%,/,4%,-4%
COc1cc(/C=N/NC(N)=O)ccc1OC(=O)c1ccc(C)cc1,0%,15%,2%,13%,-7%,7%,10%,10%
O=C(O)c1ccc(CNCc2ccccc2Cl)cc1,-9%,-5%,-1%,-8%,0%,/,7%,2%
CC(=O)Nc1cccc([N+](=O)[O-])c1,-3%,-4%,4%,-3%,0%,/,4%,-1%
Cc1cc2nc(-c3ccc(NC(=O)c4cccnc4)cc3)oc2cc1C,5%,-3%,-4%,?,0%,-1%,8%,6%
Cc1c(NC(=O)c2ccc(C(C)(C)C)cc2)cccc1[N+](=O)[O-],-1%,-3%,-10%,?,-3%,7%,-3%,4%

Looked up by compound from the entries so far, two records:
SMILES,TRb-SRC2 inh,RECQ1 helicase,TexasRed fluor,GAA inh,GAA glycogen mod,L3MBTL1 inh,RGS12 GoLoco inh,aGlu spleen mod
O=C(CCc1ccccc1)OCC(=O)c1ccc(Br)cc1,0%,-1%,8%,1%,7%,17%,-5%,-1%
CC(=O)Nc1cccc([N+](=O)[O-])c1,-3%,-4%,4%,-3%,0%,/,4%,-1%

Additional structures follow:
SMILES,TRb-SRC2 inh,RECQ1 helicase,TexasRed fluor,GAA inh,GAA glycogen mod,L3MBTL1 inh,RGS12 GoLoco inh,aGlu spleen mod
CCN(CC)C(=O)NC1CC2CCCC(C1)N2Cc1ccccc1 (stereo unspecified),-13%,i,2%,-5%,2%,8%,10%,1%
C=CCNC(=O)c1onc(CSc2cc(C)cc(C)c2)c1C(=O)O,-14%,-2%,-1%,2%,-7%,7%,10%,-9%
CCn1nc(C(=O)NC2=NCCS2)c2ccccc2c1=O,4%,-3%,-1%,2%,-4%,4%,6%,-1%
Cc1cc(C)cc(NC(=O)C(=O)NCC2CCCO2)c1 (stereo unspecified),-3%,i,1%,-1%,-8%,12%,1%,-3%
O=C(C1CCCCN1S(=O)(=O)c1ccc(F)cc1)N1CCN(c2ccccc2F)CC1 (stereo unspecified),-19%,-11%,2%,1%,-1%,4%,5%,-20%
O=C(c1ccc2c(c1)OCO2)C1CCCN(Cc2ccc3nsnc3c2)C1 (stereo unspecified),3%,1%,0%,1%,14%,-7%,9%,5%
COc1ccc(-c2[nH]ncc2CNC(C)CCn2cccn2)c(F)c1 (stereo unspecified),-5%,i,-1%,/,8%,-2%,-6%,-2%
CC1(C)OCC([C@H](O)C2=CCCCC2=O)CO1,11%,-3%,-1%,/,/,/,-2%,-7%
Cc1ccc2nc(NC(=O)CNS(=O)(=O)c3ccc(Br)s3)sc2c1,-4%,-5%,0%,-3%,-21%,3%,-3%,3%
O=C(N/N=C/c1cc([N+](=O)[O-])ccc1O)C1C2CCCCC21 (stereo unspecified),6%,i,-1%,?,25%,5%,12%,1%
COc1ccc(C(=O)/C=C(/C)N(C)C)cc1,1%,0%,1%,2%,3%,0%,3%,-12%
CCOc1ccc(/C=N/NC(=O)CN2CCSCC2)cc1,-3%,-4%,?,-4%,0%,-4%,0%,-3%
O=C(/C=C/Nc1ccc(S(=O)(=O)Nc2ncccn2)cc1)c1cccs1,2%,-2%,0%,/,4%,9%,6%,4%
O=C(Nc1cccc(-c2cn3cccnc3n2)c1)c1ccc2c(c1)OCO2,-2%,-10%,-2%,?,3%,0%,5%,4%
COc1ccc(CCNc2ccncn2)cc1,5%,2%,-2%,3%,4%,4%,-1%,0%
CCOC(=O)C1=C(C)NC(=O)NC1c1ccco1 (stereo unspecified),-19%,-18%,1%,3%,-9%,?,9%,2%
COCOc1c2c(c(OCOC)c3c(OCOC)cccc13)/C(=N/NS(C)(=O)=O)C1=C2CCCC1,2%,5%,-1%,/,/,/,-8%,2%
CCCCSc1nnc2n(CCc3ccccc3)c(=O)c3c4c(sc3n12)COC(C)(C)C4,-1%,i,-3%,-2%,-9%,8%,-1%,1%
Cc1ccccc1NC(=O)N1c2ccccc2CC1C (stereo unspecified),1%,i,2%,?,0%,0%,10%,5%
O=C1C=C(c2ccccc2)CCC1,10%,i,-2%,/,-11%[76.3 µM],4%,-4%,5%
O=C1CN(C(=O)COC(=O)CCSc2ccccc2Cl)c2ccccc2N1,7%,-1%,-1%,?,-5%,/,21%,-1%
CC(NC(=O)COC(=O)C1CCN(S(=O)(=O)c2ccccc2C(F)(F)F)CC1)c1ccccc1 (stereo unspecified),8%,2%,2%,?,1%,7%,-39%,2%
Cc1ccc(S(=O)(=O)N/N=C/c2ccc(C(=O)O)cc2)cc1,2%,-1%,-2%,-10%,-5%,10%,/,-2%
COC(=O)CCC(=O)OC1(C)C(=O)C2=CN(C3CCCC3)C(c3ccc(OC)cc3)=CC2=C(Br)C1=O (stereo unspecified),5%[11.2 µM],i[11.5 µM],-4%[11.2 µM],/,-3%,/,40%[activator][14.2 µM],5%[17.4 µM]
COc1ccc(C(=O)Nc2cc([N+](=O)[O-])ccc2N2CCCC2)cc1,-8%,i,-5%,-10%,-3%,-5%,15%,-7%
CCOCCCNC(=O)C(NC(=O)c1ccccc1O)c1ccc(C)cc1 (stereo unspecified),-1%,-5%,-2%,0%,-3%,/,0%,-4%
O=C1C(c2ccc(F)cc2)N(Cc2ccc3c(c2)OCO3)C(=O)CN1C1CCCCC1 (stereo unspecified),-7%,1%,1%,-3%,-4%,-2%,2%,-3%
Fc1ccccc1N1CCN(Cc2cccnc2)CC1,1%,-1%,-1%,-11%,2%,8%,1%,-2%
C=C(C)CSc1nnc(-c2ccccc2)n1N,-8%,8%,0%,2%,-5%,/,6%,-4%
Cn1c(CO)c(-c2ccccc2)c2cc([N+](=O)[O-])ccc21,3%,-1%,0%,-8%,-1%,-6%,4%,-4%
O=C(COc1ccccc1/C=C1\SC(=O)NC1=O)Nc1ccc(F)cc1,11%,i,-1%,-1%,16%,3%,11%,8%
O=S1(=O)C=CC(Sc2nc3ccccc3[nH]2)C1 (stereo unspecified),-3%,i,2%,1%,24%,-9%,-9%,10%
CC(=O)Nc1ccc(NC(=O)C(=O)N/N=C/c2cccnc2)cc1,-5%,-1%,-1%,/,-3%,/,-4%,-9%
O=C(CCC1N=C2c3ccccc3N=C(SCc3cccc(Cl)c3)N2C1=O)NCc1ccco1 (stereo unspecified),-1%,-7%,-4%,-3%,-9%,-2%,-5%,-5%
Cc1ccc(S(=O)(=O)N2CCC(C(=O)NNS(=O)(=O)c3ccc(Cl)cc3)CC2)cc1,4%,-1%,1%,0%,-3%,-6%,14%,-1%
CC1Cc2ccccc2N1C(=O)c1cccnc1 (stereo unspecified),2%,0%,-1%,11%,-3%,-2%,-6%,2%
CC(C)C(O)(C#CCN1CCCCCC1)c1ccccc1 (stereo unspecified),2%,15%,0%,?,18%,-11%,15%,1%
Cc1ccccc1NC(=S)NC(=O)CCc1ccccc1,10%,-15%,2%,-11%,5%,4%,-2%,-10%
Cc1ccccc1Cn1ccc(NC(=O)c2cnn3cccnc23)n1,-1%,-6%,-8%,-11%,-1%,/,5%,-16%
Cc1cc(N/N=C/c2ccc(O)cc2)nc(NS(=O)(=O)c2ccccc2)n1,-2%,-1%,-13%,-3%,-1%,32µM*,1%,2%
O=C(NCc1ccccc1Cl)c1ccc[nH]1,-5%,i,0%,9%,15%,1%,7%,2%
CCn1c(O)c(N=NC(=O)C(O)c2ccccc2)c2ccccc21 (stereo unspecified),-2%,-2%,-4%,/,0%,-14%,-7%,-5%
CCOc1ccccc1/C=N/NC(=O)Cc1csc(Nc2cccc(C(F)(F)F)c2)n1,-12%,-24%,-1%,-6%,-16%,-4%,3%,-4%
COc1ccc(-c2cc(-c3ccccc3O)[nH]n2)cc1OC,3%,i,-5%,0%,-1%,-10%,5%,-3%
C/C(N)=C(/C#N)C(=O)COC(=O)c1cc(-c2cccc3ccccc23)nc2ccccc12,-1%,-5%,-13%,-7%,-10%,7%,4%,6%
CCOC(=O)c1ccc(NC(=O)C(=O)NCc2ccco2)cc1,-4%&-3%,i,-2%&2%,13%,-11%,1%,-1%,9%
O=C(O)CC(C(=O)Nc1ccc(Cl)c(Cl)c1)C1CCCO1 (stereo unspecified),2%,-2%,-2%,-5%,7%,/,3%,3%
